Compound activity as filed in PubChem.
CR mimetic SO – yeast age-related superoxide inhibition as caloric restriction mimetic | S. cerevisiae aged cells, superoxide DHE fluorescence; hits give low values | superoxide response (% of plate mean), % at 10 µM | 0.18% of 330,000 active;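 active = superoxide response under a set limit, about three screen SD below normal, cut at about 65% in these data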;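 also: yeast aged for seven days with compound at 30 °C before DHE staining; 100% = average MFI of all compound-treated wells on the plate with controls excluded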
VLA-4 inh – inhibition in a human VLA-4 binding assay; inhibition, % (about 7 µM as worked out from the volumes in the protocol); AID 2557; 0.2% of 330,000 active; P13612; VLA-4 expressing cells, ligand binding flow cytometry; in the data active = inhibition above about 50%
Target sequence (P13612 whole entry, looked up): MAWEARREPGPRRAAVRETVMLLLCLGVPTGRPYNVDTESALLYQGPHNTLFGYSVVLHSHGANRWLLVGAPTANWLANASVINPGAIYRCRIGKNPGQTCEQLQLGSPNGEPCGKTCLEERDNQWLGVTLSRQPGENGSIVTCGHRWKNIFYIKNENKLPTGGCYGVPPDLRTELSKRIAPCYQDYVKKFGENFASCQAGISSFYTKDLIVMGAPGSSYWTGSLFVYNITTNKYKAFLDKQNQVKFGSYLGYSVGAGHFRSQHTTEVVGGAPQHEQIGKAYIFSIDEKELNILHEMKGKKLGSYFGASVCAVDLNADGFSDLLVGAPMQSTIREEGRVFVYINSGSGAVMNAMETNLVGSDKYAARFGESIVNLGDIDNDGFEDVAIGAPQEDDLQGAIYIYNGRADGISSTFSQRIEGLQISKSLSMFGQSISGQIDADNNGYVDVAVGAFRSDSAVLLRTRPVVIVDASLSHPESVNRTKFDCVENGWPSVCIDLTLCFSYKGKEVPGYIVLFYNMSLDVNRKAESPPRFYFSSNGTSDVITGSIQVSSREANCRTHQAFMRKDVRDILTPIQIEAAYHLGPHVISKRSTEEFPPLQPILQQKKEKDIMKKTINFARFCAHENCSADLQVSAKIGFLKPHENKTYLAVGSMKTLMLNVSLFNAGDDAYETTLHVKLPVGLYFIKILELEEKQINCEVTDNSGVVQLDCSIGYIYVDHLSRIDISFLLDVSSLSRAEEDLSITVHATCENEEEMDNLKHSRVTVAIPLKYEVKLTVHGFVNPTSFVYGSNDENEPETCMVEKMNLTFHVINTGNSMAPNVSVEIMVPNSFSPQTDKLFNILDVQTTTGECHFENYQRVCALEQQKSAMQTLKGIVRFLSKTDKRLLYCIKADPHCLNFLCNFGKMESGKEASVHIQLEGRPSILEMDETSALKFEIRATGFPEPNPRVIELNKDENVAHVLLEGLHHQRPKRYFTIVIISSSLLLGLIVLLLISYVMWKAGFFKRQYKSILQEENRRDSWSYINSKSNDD
LAP4-GFP MLPCN – modulators of TOR pathway LAP4-GFP in S. cerevisiae | 0.34% of 320,000 active | GFP response vs DMSO, % at 10 µM | S. cerevisiae LAP4-GFP multiplex, flow cytometry GFP, 3 h; median GFP as percent of DMSO wells;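 active = GFP response vs DMSO above a set limit, about the screen mean plus 3 SD, cut at about 150% in these data; inconclusive = under 70 cell events counted for the yeast strain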
AGP1 TOR yeast – alters AGP1-GFP fluorescence in TOR pathway yeast screen; S. cerevisiae AGP1-GFP multiplex flow cytometry, 3 h; GFP as percent of DMSO wells; GFP response vs DMSO, % at 10 µM; 0.02% of 320,000 active;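 active = GFP response relative to DMSO above a set limit, near screen average plus 3 SD, cut at about 150% in these data; inconclusive = fewer than 70 cells counted for the yeast strain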;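 also: median GFP channel fluorescence of the gated AGP1 strain per well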
GRK2 aptamer HTS – inhibitors of human GRK2 displacing RNA aptamer. bead flow cytometry, FAM-aptamer displacement from GRK2. inhibition of aptamer binding, % at 10 µM. P25098. 0.59% of 330,000 active;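 active = inhibition of aptamer binding above 40%, roughly 3 SD of noise, on plates passing a quality check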;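 also: median bead fluorescence of bound FAM aptamer so fluorescent compounds give negative values; no value below 0 was filed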
RPL19A TOR yeast – yeast TOR pathway RPL19A-GFP modulation. percent response vs DMSO, % at 10 µM. S. cerevisiae RPL19A-GFP strain, flow cytometry, 3 h; hits give low values. 0.3% of 330,000 active;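 active = percent response vs DMSO below 50%; inconclusive = fewer than 70 events counted for the yeast strain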;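 also: median channel GFP fluorescence of the barcoded RPL19A-GFP strain; ratio of sample median GFP to plate DMSO average so 100% = DMSO; lower means less RPL19A-GFP as with rapamycin TOR inhibition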
MEP2 TOR yeast – yeast TOR pathway MEP2-GFP modulation. GFP response vs DMSO, % at 10 µM. S. cerevisiae MEP2-GFP strain, flow cytometry GFP, 3 h; 100% = DMSO control level. 0.51% of 330,000 active;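 active = GFP response versus DMSO above a set limit, roughly screen mean plus 3 SD, cut at about 180% in these data; inconclusive = fewer than 70 cells counted for a yeast strain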;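 also: median GFP fluorescence of the barcode-gated MEP2-GFP cells per well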
CIT2-GFP yeast – yeast TOR pathway CIT2-GFP modulation; S. cerevisiae CIT2-GFP strain, flow cytometry, 3 h; 100 means same as DMSO wells; GFP response vs DMSO, % at 10 µM; 0.065% of 320,000 active;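 active = GFP response relative to DMSO above a set limit, near the screen mean plus 3 SD, cut at about 150% in these data; inconclusive = Fewer than 70 cells measured for a yeast strain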;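 also: ratio of well median GFP fluorescence to mean of DMSO wells on the plate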
Starred values were filed as active, the others as inactive; ? = inconclusive; nt = not tested or not shown; & = joins results of further samples; [ ] = remark or other dose. This is a subset; count on the stated rates, not on these rows.

Compound	CIT2-GFP yeast	VLA-4 inh	CR mimetic SO	GRK2 aptamer HTS	RPL19A TOR yeast	AGP1 TOR yeast	LAP4-GFP MLPCN	MEP2 TOR yeast
C/C(CC(c1ccccc1)c1c(O)c2ccccc2oc1=O)=N\Nc1ccc([N+](=O)[O-])cc1[N+](=O)[O-] (stereo not given)	95	2	112	0	101	94	98	98
CCCCn1c(=O)c(C(=O)Nc2cccc(C)c2)c(O)c2ccccc21	103	-6	100	0	102	97	88	104
CCC(=O)OC1(c2ccccc2)CCN(C)CC1C (stereo not given)	88	-3	114	2	94	100	109	93
COc1cc(C(=O)N/N=C/C23CC[C@@H](O)CC2(O)CC[C@@H]2[C@@H]3CCC3(C)C(C4=CC(=O)OC4)CCC23O)ccc1O (stereo not given in full)	100	2	99	1	102	104	98	98
C=CCn1c(O)c(C=Nc2c(C)n(C)n(-c3ccccc3)c2=O)c(=O)[nH]c1=O	102	2	103	0	101	109	111	101
Cc1ccc(-c2nc(N3CCOCC3)s[n+]2-c2ccccc2)cc1	87	-9	97	7	101	101	101	94
COc1ccc2[nH]c3c(c2c1)CCNC3C (stereo not given)	109	4	99	3	104	99	98	108
O=c1[nH]c(=O)n(C2CCCCC2)c(O)c1C1NCCc2ccccc21 (stereo not given)	82	8	106	2	100	96	100	95
CC(=O)OC1N=C(c2ccccc2Cl)c2cc(Br)ccc2NC1=O (stereo not given)	95	11	112	0	96	100	107	98
Cc1cccc([N+](=O)[O-])c1	85	7	106	1	97	96	101	91
CC(C)(C)C(=O)Cn1c(NCCCl)nc2ccccc21	88	16	103	0	91	86	86	92
CCn1cc(C(=O)N2CCCCC2)c2ccccc21	94[may fluoresce red]	-8	97	2	?	?	?	?
Cc1nc2ccccc2c(=O)n1-c1ccccn1	97	4	92	0	97	96	92	100
CC1=NN(c2ccccc2)C(=O)C1/C=C1/C(=O)NC(=O)N(c2cc(C)cc(C)c2)C1=O (stereo not given)	100	-17	102	0	95	95	96	100
CN(N)N=Nc1nc2c([nH]1)c(=O)n(C)c(=O)n2C	101	-9	96	3	98	101	109	100
C/C(=N\Nc1ccccc1)c1c(O)n(-c2ccccc2)c(=O)[nH]c1=O	102	4	89	0	102	103	105	103
COc1ccc2c(c1)c(C(=O)O)c(C)n2C(C)C	106	2	92	0	95	96	103	103
C[C@H](NC(=O)N1C[C@H]2C[C@@H](C1)c1cccc(=O)n1C2)C(=O)Nc1ccc(F)c(F)c1	98	-21	137	0	101	101	101	103
CC1=CC(=C2C(=O)NC(=S)NC2=O)C=C(C(F)(F)F)N1C	nt	7	107	18	99	101	87	97
CCc1ccc(CN2CCN(Cc3cc(Br)ccc3O)CC2)cc1	115	5	105	0	95	112	107	95
Cc1cc(/C=C2\C(=O)NC(=O)N(c3ccc(Br)cc3)C2=O)c(C)n1-c1cc(C(=O)O)cc(C(=O)O)c1	97	4	116	25	93	93	90	93
CN(C(=O)Cc1ccc2c(c1)OCO2)C1CCCN(Cc2ccccc2F)C1 (stereo not given)	104	-2	88	0	103	100	89	102
O=C1CC[C@@]2(O)[C@H]3Cc4ccc(O)c5c4[C@@]2(CCN3CC2CC2)[C@H]1O5	102	42	102	1	84	117	155*	144
CN(C)C1(CNC(=O)Nc2ccc(Cl)c(Cl)c2)CCCCC1	103	-12	93	0	98	96	105	106
CCOC(=O)Cn1cc(C(=O)c2ccccc2)c2ccccc21	97	-1	104	0	101	95	88	102
CCc1ccc(N2C(=O)NC(=O)C(Cc3ccc(OC)cc3OC)C2=O)cc1 (stereo not given)	87	10	98	2	93	89	88	90
CCCCn1c(N)c(N(CCOC)C(=O)CN2CC=C(c3ccccc3)CC2)c(=O)[nH]c1=O	94	5	127	2	87	88	84	96
CCCC(C)n1[nH]c(=O)c2c1NC(=O)CSC2c1ccc(OC)c(OC)c1 (stereo not given)	98	13	99	0	99	102	102	107
CCOCCCNC(=O)C1c2cc(OC)c(OC)cc2C(=O)N2CCCCC12 (stereo not given)	97	12	99	4	101	100	90	98
C[N+]1(C)[C@@H]2CC(OC(=O)[C@H](CO)c3ccccc3)C[C@H]1[C@@H]1O[C@@H]12 (stereo not given in full)	103&98	21&16	87&100	1&1	104&101	106&89	100&99	103&89

Next part, overlapping the part above by 7 compounds.
Compound	CIT2-GFP yeast	VLA-4 inh	CR mimetic SO	GRK2 aptamer HTS	RPL19A TOR yeast	AGP1 TOR yeast	LAP4-GFP MLPCN	MEP2 TOR yeast
CN(C)C1(CNC(=O)Nc2ccc(Cl)c(Cl)c2)CCCCC1	103	-12	93	0	98	96	105	106
CCOC(=O)Cn1cc(C(=O)c2ccccc2)c2ccccc21	97	-1	104	0	101	95	88	102
CCc1ccc(N2C(=O)NC(=O)C(Cc3ccc(OC)cc3OC)C2=O)cc1 (stereo not given)	87	10	98	2	93	89	88	90
CCCCn1c(N)c(N(CCOC)C(=O)CN2CC=C(c3ccccc3)CC2)c(=O)[nH]c1=O	94	5	127	2	87	88	84	96
CCCC(C)n1[nH]c(=O)c2c1NC(=O)CSC2c1ccc(OC)c(OC)c1 (stereo not given)	98	13	99	0	99	102	102	107
CCOCCCNC(=O)C1c2cc(OC)c(OC)cc2C(=O)N2CCCCC12 (stereo not given)	97	12	99	4	101	100	90	98
C[N+]1(C)[C@@H]2CC(OC(=O)[C@H](CO)c3ccccc3)C[C@H]1[C@@H]1O[C@@H]12 (stereo not given in full)	103&98	21&16	87&100	1&1	104&101	106&89	100&99	103&89
CN1CCC(N(C)c2nc(-c3ccccc3)nc3ccccc23)CC1	103	9	102	0	100	106	103	109
C[C@]12CC[C@H](O)CC1=C([N+](=O)[O-])CC1C2CC[C@@]2(C)C1CC[C@@H]2O (stereo not given in full)	88	11	122	2	99	92	95	92
CCNC(=O)NC(=O)C(C)OC(=O)c1c(C)nn(Cc2ccccc2)c1Cl (stereo not given)	98	4	104	0	103	98	90	97
COc1ccc(N2C(=O)/C(=C/c3ccco3)C(=O)NC2=S)cc1	80	9	78	96*	90	85	170*	83
S=P(NC1CCCCC1)(N1CC1)N1CC1	109	19	105	1	105	103	100	110
Cc1nc2ccccc2c(=O)n1-c1ccc(-c2ccccc2)cc1	104	-6	98	0	105	108	107	108
Cn1c[n+](C)cc1C(O)c1ccccc1 (stereo not given)	104&101	8&-6	111&103	2&2	104&95	113&99	100&96	98&111
COC(=O)C1=C(c2ccc(F)cc2OCc2ccccc2)C[C@@H]2CC[C@H]1N2C(=O)NCc1cc(C)oc1C(F)(F)F	102	8	97	0	97	102	98	103
CCOC(=O)C1(CCc2ccccc2)CCN(C(C)CSC)CC1 (stereo not given)	106	3	79	0	105	96	89	112
C[C@H]1CC[C@@]2(C)[C@@H](CC[C@@H]3[C@@H]2CC[C@]2(C)[C@@H](O)CC[C@@H]32)C1	98	3	99	0	112	104	106	111
Cc1nc2ccc(Cl)cc2c(=O)n1-c1ccc([N+](=O)[O-])cc1	102	6	104	0	103	101	96	104
CC(C)COP(=O)(OCC(C)C)C(O)c1cccnc1 (stereo not given)	100	13	98	1	102	104	92	100
CCCCn1c(O)c(C(CC)=NCc2cc(OC)cc(OC)c2)c(=O)[nH]c1=O	97	-7	103	1	94	94	101	107
CCOc1ccc(N2C(=O)/C(=C\c3cccs3)C(=O)NC2=S)cc1	45	7	114	0	52	62	103	83
Fc1ccc(CNCCc2c[nH]c3ccccc23)cc1	105	0	91	0	105	103	93	107
CC1CCC(C)(NS(=O)(=O)OCC(Cl)(Cl)Cl)CC1 (stereo not given)	87	-8	92	0	108	99	121	102
CCC(=NCCCn1ccnc1)c1c(O)n(-c2ccccc2)c(=O)[nH]c1=O	92	-6	104	nt	96	103	103	101
O=c1c2ccccc2nc(/C=C/c2ccc(F)cc2)n1-c1ccccn1	96	14	97	1	93	98	101	91
CCN(CC)CC(O)c1ccc(C2CCCC2)cc1 (stereo not given)	104	2	82	0	102	105	102	111
COc1ccc2c3c1OC1C(O)C=CC4[C@@H](C2)N(C)CC[C@]314 (stereo not given in full)	102	-6	93	0	100	103	111	101
O=C(C(Cc1ccccc1)NS(=O)(=O)c1cccc2nsnc12)N1CCC2(CC1)OCCO2 (stereo not given)	116	0	88	2	118	113	124	109
CC[N+]12CCC(CC1)C(C(O)(c1ccccc1)c1ccccc1)C2 (stereo not given)	88	4	98	0	98	105	110	97
CN(C)C(=O)Oc1ccc2c(c1)O/C(=C\c1cccc([N+](=O)[O-])c1)C2=O	93	7	95	1	101	89	93	103
O=C(O)CN1C(=O)CN=C(c2ccccn2)c2cc(Cl)ccc21	99	-6	106	0	104	101	94	97
CC(=O)Nc1ccccc1OC(=O)N(C)C	108	6	100	5	100	104	94	100
